Bioassay records as filed in PubChem.
PfHsp90 set2 = inhibits growth of yeast expressing Plasmodium falciparum Hsp90; S. cerevisiae expressing PfHsp90, BacTiter-Glo ATP, 48 h; yeast lacking PDR1 and PDR3 efflux regulators; 310,000 compounds, 0.32% hits; inhibition, % at 9.4 µM;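 active = every replicate shows inhibition above about 80%, whatever the replicate mean, limit read from the data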;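 also: 0% = DMSO neutral controls and 100% = 20 µM radicicol positive controls; yeast relying on Plasmodium falciparum Hsp90 in place of its own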
DAGLB inhibitor = blocks human DAGLB lipase activity | Q8NCG7 | HEK293T DAGLB membrane lysate, EnzChek fluorogenic substrate | inhibition, % at 5.17 µM | 340,000 compounds, 0.059% hits | AID 504411; in the data active = inhibition above about 34%;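 also: 0% = enzyme with vehicle and 100% = wells lacking enzyme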
Target sequence (Q8NCG7 whole entry, looked up): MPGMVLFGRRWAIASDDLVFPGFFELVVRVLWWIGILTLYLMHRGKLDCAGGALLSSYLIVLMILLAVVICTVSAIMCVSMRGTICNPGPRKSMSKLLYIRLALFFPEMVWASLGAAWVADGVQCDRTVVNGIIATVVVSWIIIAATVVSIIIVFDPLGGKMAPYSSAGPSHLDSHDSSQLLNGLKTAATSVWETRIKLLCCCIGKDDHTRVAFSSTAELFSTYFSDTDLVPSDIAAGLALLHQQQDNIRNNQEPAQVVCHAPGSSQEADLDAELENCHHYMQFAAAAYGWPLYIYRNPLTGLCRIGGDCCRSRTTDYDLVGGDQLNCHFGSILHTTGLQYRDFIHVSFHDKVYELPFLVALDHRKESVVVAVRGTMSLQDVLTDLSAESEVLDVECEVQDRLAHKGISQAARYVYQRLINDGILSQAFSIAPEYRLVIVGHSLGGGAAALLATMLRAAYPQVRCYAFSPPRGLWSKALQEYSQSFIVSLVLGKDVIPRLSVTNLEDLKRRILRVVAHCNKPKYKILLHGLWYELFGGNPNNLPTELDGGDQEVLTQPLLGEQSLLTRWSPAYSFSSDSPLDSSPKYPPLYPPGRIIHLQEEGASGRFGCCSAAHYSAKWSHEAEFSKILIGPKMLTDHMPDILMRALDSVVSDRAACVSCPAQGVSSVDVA
CAL PDZ inh = blocks peptide binding to human CAL PDZ domain. purified CAL PDZ, TMR-peptide fluorescence polarization, 1 h. inhibition, % at 20 µM. 330,000 compounds, 0.02% hits;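 active = highest replicate inhibition of at least 40%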;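 also: plate controls were DMSO neutral control wells for no effect and unlabeled competitor peptide control wells for full effect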
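material = purified tagged CAL PDZ domain construct (CerCALP) | buffer or medium = sodium phosphate/NaCl buffer pH 7.4 with TCEP, IgG, Thesit | reagent = TMR-labelled reporter peptide T*-PRC34 bound in PDZ groove | incubation = 1 h room-temperature incubation prior to read | measured by = fluorescence polarization (mP) | evaluation = percent inhibition from loss of millipolarization | control set = unlabelled peptide and DMSO controls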
Rtt109 HAT inh = inhibitors of Candida albicans Rtt109/Vps75 histone acetyltransferase. AID 540336. inhibition, % at 34.9 µM. Q5AAJ8. 330,000 compounds, 0.16% hits. purified Rtt109/Vps75, ThioGlo CoA-SH fluorescence, 4 h;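 active = inhibition of at least 50% in every replicate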
Target sequence (Q5AAJ8 whole entry, looked up): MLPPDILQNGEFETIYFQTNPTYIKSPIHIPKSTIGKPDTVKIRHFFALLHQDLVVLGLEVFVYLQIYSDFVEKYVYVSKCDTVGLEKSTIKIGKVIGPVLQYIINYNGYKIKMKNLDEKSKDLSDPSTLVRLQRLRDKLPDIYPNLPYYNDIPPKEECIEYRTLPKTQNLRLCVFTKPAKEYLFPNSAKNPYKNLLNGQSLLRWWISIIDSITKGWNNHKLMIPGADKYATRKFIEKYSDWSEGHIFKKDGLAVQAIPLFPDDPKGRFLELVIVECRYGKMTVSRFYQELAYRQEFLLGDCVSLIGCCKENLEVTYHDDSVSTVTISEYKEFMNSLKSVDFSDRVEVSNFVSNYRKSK
PvdQ inh = blocks Pseudomonas aeruginosa PvdQ acylase activity; inhibition, % at 10 µM; purified PvdQ acylase, fluorescence plate reader; 340,000 compounds, 0.063% hits; in the data active = inhibition above about 30%, passing the limit was not always enough;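 also: 0% = vehicle neutral wells and 100% = reference inhibitor wells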
Wnt bcat act = Wnt/beta-catenin pathway activation | Wnt/beta-catenin reporter cell assay, activator, plate reader | AID 743398 | activation, % at 9.35 µM | 300,000 compounds, 1.2% hits; in the data active = activation above about 30%, passing the limit was not always enough;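 also: 0% = neutral control wells and 100% = positive control wells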
Tat export inh = blocks Tat-dependent protein export in E. coli; E. coli MC4100 TorA-mCherry Tat export, fluorescence; inhibition, % at 10 µM; 340,000 compounds, 0.036% hits; AID 488895;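 active = mean replicate inhibition at least 50% and at least half of replicates individually reaching 50%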;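 also: exported cargo escapes ClpAP degradation while cytoplasmic cargo is degraded and loses fluorescence; 0% = median of neutral control wells and 100% = median of NaSCN control wells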
AddAB inh = less growth of phage-infected E. coli with AddAB; 330,000 compounds, 0.29% hits; AID 435030; E. coli expressing H. pylori AddAB, absorbance growth; inhibition, % at 11.9 µM; in the data active = inhibition above about 12%;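 also: 0% = vehicle wells of infected cells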
E coli growth = counter-screen for AddAB inhibitors: E. coli growth inhibition | AID 449728 | E. coli V3065 growth, OD600 absorbance, 18 h | inhibition, % at 11.9 µM | 330,000 compounds, 0.27% hits;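 active = inhibition above the campaign's mean inhibition across all tested compounds plus 3 SD, cut at about 9.9% in these data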;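 also: uninfected addAB+ strain grown without phage in ampicillin broth; 0% = DMSO wells and 100% = ciprofloxacin 0.95 µg/ml wells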
phage Ecoli inh = E. coli growth loss with phage present; inhibition, % at 11.9 µM; growth absorbance; 360,000 compounds, 0.26% hits; AID 651602; in the data active = inhibition above about 11%
* marks the source's active call; other numbers are inactive results; · = not tested or not shown. Not a hit list (roughly 1.9% active in at least one column).

SMILES | PfHsp90 set2 | DAGLB inhibitor | CAL PDZ inh | Rtt109 HAT inh | PvdQ inh | Wnt bcat act | Tat export inh | AddAB inh | E coli growth | phage Ecoli inh
CN(C(=O)c1ccno1)c1nnc(-c2ccccn2)s1 | 2 | -2 | -0.7 | 4 | 1 | · | -6 | 0.5 | 1.2 | 2.4
Cc1ccc(S(=O)(=O)c2cc3c(=O)n4cccc(C)c4nc3n(Cc3ccncc3)c2=N)cc1 | 0 | 1 | -6.2 | 8 | -8 | · | -8 | 1.3 | 0.0 | ·
Cc1nnc(SCC(=O)N2CCOCC2)[nH]c1=O | -18 | -1 | -0.5 | -3 | -11 | -2 | -5 | 5.7 | -0.8 | 3.4
O=C(CSc1nc2ccccc2s1)Nc1cc(C(=O)O)cc(C(=O)O)c1 | -8 | 4 | -0.3 | 1 | -7 | -2 | 0 | 0.3 | 0.8 | 4.4
O=C(Nc1ccc(N2CCOCC2)cc1)c1cc(-c2ccncc2)nc2ccccc12 | -24 | 2 | -0.7 | -9 | -4 | -1 | 2 | -0.6 | -0.8 | 1.8
Cc1nonc1OCCNCc1c(C(=O)N(C)C)nc2ccc(Cl)cn12 | 1 | -1 | -1.0 | -5 | -7 | 0 | -2 | 3.0 | 2.1 | 4.0
O=C(O)CNC1=NCCCCC1 | 0 | -2 | -1.9 | 35 | 0 | 3 | 1 | 2.9 | -0.8 | 1.2
Cn1nnnc1SCCNCc1ccccc1OCc1ccccc1 | -21 | 0 | -2.7 | -5 | -4 | 1 | 0 | 1.2 | 0.2 | 1.4
COC(=O)c1ccc(CNC(=O)Cn2cnc3c(SC)nc(N)nc32)cc1 | 5 | -1 | 0.5 | -7 | 13 | -4 | -1 | 3.4 | 0.9 | 3.2
COC(=O)C(=C/C(C)=C/c1cccnc1)C(=O)OC | 35 | 1 | -2.1 | 11 | -13 | -1 | -6 | 1.0 | 0.5 | 1.1
COc1ccc(NC(=O)O/N=C2/CCCc3ccc(OC)cc32)cc1 | 4 | -8 | -1.6 | -9 | 1 | -3 | 1 | 2.2 | 0.6 | 0.6
CCOc1cccc(NC(=O)C2CC(=O)NC(=Nc3ccccc3)S2)c1 (stereo not drawn) | -8 | -1 | · | 1 | -8 | -2 | 8 | 2.7 | 1.8 | 2.3
Cc1cc(Cl)ccc1OCC(=O)N(Cc1ccco1)c1c(N)n(Cc2ccccc2)c(=O)[nH]c1=O | -4 | 2 | -0.9 | 2 | 7 | -2 | -1 | · | · | 2.6
Cc1ccc2[nH]c3c(Cl)ncnc3c2c1 | 27 | · | -3.3 | 8 | 4 | 1 | 6 | 1.6 | 1.2 | 3.5
CC(OC(=O)C1=COCCO1)C(=O)Nc1ccccc1C#N (stereo not drawn) | -24 | 4 | -0.6 | -4 | -6 | -1 | 8 | 0.0 | 0.4 | 1.7
Cc1c(NS(=O)(=O)c2ccc(N(C)C3CCCCC3)c([N+](=O)[O-])c2)c(=O)n(-c2ccccc2)n1C | 32 | 5 | -0.1 | 3 | -13 | 0 | -6 | -0.3 | 0.9 | 0.7
O=C1CCCC(O)=C1N=Nc1c(Cl)cc(C(F)(F)F)cc1Cl | -12 | 4 | -1.4 | 6 | 8 | 1 | 12 | -1.8 | 1.1 | 0.8
Cc1cc(OCC(=O)OCC(=O)NCCN2C(=O)CSC2=O)ccc1Cl | 5 | 2 | -0.3 | -3 | -8 | -3 | 2 | 1.2 | 0.9 | 1.1
CC(Oc1ccc(F)cc1)C(=O)Nc1cc(S(=O)(=O)N2CCOCC2)ccc1N1CCN(C)CC1 (stereo not drawn) | 14 | 0 | -1.1 | 3 | 0 | 1 | 25 | -3.1 | -1.4 | 3.3
CC1CCN(S(=O)(=O)c2ccc(NC(=O)CCN3C(=O)C4CC=CCC4C3=O)cc2)CC1 (stereo not drawn) | 11 | -1 | -0.3 | 2 | -1 | 2 | 7 | 1.3 | -1.0 | 3.0
O=C(O)CC(c1ccc(F)cc1F)N1Cc2ccccc2C1=O (stereo not drawn) | -8 | -3 | -0.7 | -3 | -17 | · | -4 | 1.6 | 0.2 | ·
COc1cccc(NC(=O)C(C)Sc2nnc(C3CC3)n2C2CC2)c1 (stereo not drawn) | 26 | 2 | -2.3 | 4 | -3 | -3 | -3 | 1.9 | 0.1 | 1.6
COc1cccc(CN(C)C(=O)CNC(=O)c2ccc3c(c2)OCO3)c1OC | 13 | 1 | -1.8 | 5 | -14 | 1 | 8 | 3.4 | 1.4 | 0.7
Cc1ccccc1Cn1c2ccccc2c2cnn(CC(=O)NCCCN3CCN(C)CC3)c(=O)c21 | -5 | 1 | -0.2 | 20 | 4 | 0 | 0 | 3.7 | 0.2 | -1.2
CCCOc1ccc(C(CC(=O)O)NC(=O)C23CC4CC(CC(C4)C2)C3)cc1 (stereo not drawn) | 2 | 0 | 0.6 | 5 | -7 | · | 4 | 0.9 | 2.7 | 2.2
CN(CC(=O)Nc1ccccc1Cl)C(=O)COC(=O)c1cc(S(=O)(=O)N(C)C)ccc1N1CCCC1 | -6 | -1 | -2.2 | 16 | 5 | -1 | 2 | 1.6 | 1.1 | 3.1
COC(=O)CNC(=O)CN1c2cccc3cccc(c23)S1(=O)=O | 0 | -2 | 1.4 | -13 | -9 | · | -9 | -0.6 | -1.3 | -0.2
CCN(CC(=O)Nc1ccccc1C(=O)NC1CC1)Cc1cccs1 | · | -2 | 0.3 | -6 | -6 | 0 | -9 | · | · | 0.6
O=C1/C(=C/N(C(=O)c2ccco2)c2ccc(Br)cc2)Sc2ccccc21 | 14 | -5 | -1.2 | -9 | -1 | · | 0 | 1.3 | 1.6 | ·
O=C(N/N=C/c1ccc(O)c(Br)c1)c1cc2c(ccc3ccccc32)o1 | 7 | -20 | -2.4 | 1 | 1 | 2 | -4 | · | · | 0.8
CCOc1ccc(CCNC(=O)C2=C(C)C(=O)OC23CCC(C)CC3)cc1OCC (stereo not drawn) | 0 | 1 | -0.7 | · | 11 | 14 | -9 | 1.5 | 0.0 | 0.8
C[C@H](CO)N1C[C@H](C)[C@@H](CN(C)CC2CCCCC2)Oc2c(NS(=O)(=O)c3cccs3)cccc2C1=O | · | -1 | -1.9 | -6 | -6 | · | 3 | 2.8 | 1.3 | ·
COc1ccc(CNC(=O)C2(CC3CC(c4ccccc4)=NO3)CCN(C(=O)CCCCCBr)CC2)cc1 (stereo not drawn) | -10 | 0 | -0.9 | 0 | -18 | -6 | -4 | -0.3 | -0.1 | 1.9
COc1cccc(NC(=O)Nc2ccc3c(c2)OCO3)c1 | -20 | 0 | 0.6 | -2 | 0 | 40* | -2 | -0.2 | 0.1 | 1.4
O=c1c2sccc2nc(SCc2cc(=O)n3cc(Cl)ccc3n2)n1Cc1ccccn1 | -27 | 0 | -2.9 | 2 | 3 | 7 | 1 | -1.4 | -0.4 | 1.1
O=C(COc1ccc(Br)cc1Cl)Nn1cnnc1 | 14 | 3 | -0.2 | -5 | -5 | -13 | 2 | 2.5 | -2.5 | 4.7
COc1ccc(CC(NC(C)=O)C(=O)NC2CCN(C(=O)Nc3ccc(Cl)cc3)CC2)cc1OC (stereo not drawn) | 20 | -2 | -0.2 | -3 | 5 | 2 | -2 | 1.9 | 2.6 | 1.6
CCn1ncc(Cl)c1C(=O)Nc1ccc2c(c1)CCC2 | · | -6 | -3.1 | -4 | -11 | 4 | 3 | 2.9 | -0.3 | 2.1
Cc1nn(CC(=O)OC(C)C(=O)Nc2ccccc2[N+](=O)[O-])c(C)c1[N+](=O)[O-] (stereo not drawn) | 4 | -3 | -1.0 | 4 | 0 | -4 | -2 | 1.6 | -1.5 | -0.7
CCOC(=O)C1CCCN(c2c(NCCc3ccccc3)c(=O)c2=O)C1 (stereo not drawn) | 10 | -2 | -0.5 | -7 | -14 | 1 | -14 | 3.6 | 1.6 | 0.0
CC(NC(=S)N1CCOCC1)c1ccccc1 (stereo not drawn) | -15 | 1 | -0.1 | 6 | -4 | -2 | 8 | -0.6 | -0.3 | -0.5
Cc1ccc(C(=O)N2CCN(c3cc(=O)[nH]nc3-c3ccccc3)CC2)cc1 | -7 | -1 | -0.3 | 9 | -12 | -6 | -13 | 2.0 | 3.1 | 3.9
O=C(COCc1cc(-c2ccc3c(c2)OCO3)on1)N1CCN(c2ccc(F)cc2)CC1 | 0 | -1 | -2.2 | -9 | -12 | 0 | -6 | -1.3 | 0.8 | 2.9
CC1CN(S(=O)(=O)c2cc(C(=O)NCc3ccncc3)ccc2Cl)CC(C)O1 (stereo not drawn) | 22 | 0 | -9.4 | 5 | -19 | -3 | -1 | 4.1 | 1.6 | 0.0
O=C(CN1C(=O)c2cccc3cccc(c23)C1=O)N1CCN(Cc2ccc3c(c2)OCO3)CC1 | 5 | 3 | -3.6 | 9 | -2 | 1 | -1 | -1.1 | -2.2 | 4.5
CCC(C)(C)NC(=O)CN(C(=O)c1snc(C(N)=O)c1N)c1ccc2c(c1)OCCO2 | 6 | -4 | -2.8 | 12 | -13 | -2 | -3 | -0.2 | -2.3 | -2.2
Cc1ccnc(NC(=O)C(Cc2ccccc2)NC(=O)c2ccccc2)c1 (stereo not drawn) | 8 | 0 | -0.4 | 1 | -8 | -2 | -10 | 1.3 | 5.1 | 2.1
CCOc1cccc(C(=O)Nc2cccc(-c3nc4ncccc4o3)c2C)c1 | 11 | 1 | -1.5 | -18 | 11 | -4 | -1 | -0.3 | -2.2 | 1.3

2 neighbouring records already listed:
SMILES | PfHsp90 set2 | DAGLB inhibitor | CAL PDZ inh | Rtt109 HAT inh | PvdQ inh | Wnt bcat act | Tat export inh | AddAB inh | E coli growth | phage Ecoli inh
COc1ccc(CC(NC(C)=O)C(=O)NC2CCN(C(=O)Nc3ccc(Cl)cc3)CC2)cc1OC (stereo not drawn) | 20 | -2 | -0.2 | -3 | 5 | 2 | -2 | 1.9 | 2.6 | 1.6
CCn1ncc(Cl)c1C(=O)Nc1ccc2c(c1)CCC2 | · | -6 | -3.1 | -4 | -11 | 4 | 3 | 2.9 | -0.3 | 2.1

Of the compounds above, 6 contain an aryl thioether with sulfur outside any ring:
SMILES | PfHsp90 set2 | DAGLB inhibitor | CAL PDZ inh | Rtt109 HAT inh | PvdQ inh | Wnt bcat act | Tat export inh | AddAB inh | E coli growth | phage Ecoli inh
Cc1nnc(SCC(=O)N2CCOCC2)[nH]c1=O | -18 | -1 | -0.5 | -3 | -11 | -2 | -5 | 5.7 | -0.8 | 3.4
O=C(CSc1nc2ccccc2s1)Nc1cc(C(=O)O)cc(C(=O)O)c1 | -8 | 4 | -0.3 | 1 | -7 | -2 | 0 | 0.3 | 0.8 | 4.4
Cn1nnnc1SCCNCc1ccccc1OCc1ccccc1 | -21 | 0 | -2.7 | -5 | -4 | 1 | 0 | 1.2 | 0.2 | 1.4
COC(=O)c1ccc(CNC(=O)Cn2cnc3c(SC)nc(N)nc32)cc1 | 5 | -1 | 0.5 | -7 | 13 | -4 | -1 | 3.4 | 0.9 | 3.2
COc1cccc(NC(=O)C(C)Sc2nnc(C3CC3)n2C2CC2)c1 (stereo not drawn) | 26 | 2 | -2.3 | 4 | -3 | -3 | -3 | 1.9 | 0.1 | 1.6
O=c1c2sccc2nc(SCc2cc(=O)n3cc(Cl)ccc3n2)n1Cc1ccccn1 | -27 | 0 | -2.9 | 2 | 3 | 7 | 1 | -1.4 | -0.4 | 1.1
